# Ecoli viability: bacterial growth inhibition, counter-screen for AddAB inhibitors | E. coli V3065 growth, OD600 absorbance, 18 h | inhibition, % at 11.9 µM | actives 0.27% (n = 330,000);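 active = inhibition above the campaign's mean inhibition across all tested compounds plus 3 SD, cut at about 9.9% in these data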;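 note: uninfected addAB+ strain grown without phage in ampicillin broth; 0% = DMSO wells and 100% = ciprofloxacin 0.95 µg/ml wells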
# AddAB inh: less growth of phage-infected E. coli with AddAB. E. coli expressing H. pylori AddAB, absorbance growth. actives 0.29% (n = 330,000). AID 435030. inhibition, % at 11.9 µM; in the data active = inhibition above about 12%;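 note: 0% = vehicle wells of infected cells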
# Rtt109 Vps75: C. albicans Rtt109 histone acetyltransferase inhibition. Q5AAJ8. purified Rtt109/Vps75, ThioGlo CoA-SH fluorescence, 4 h. inhibition, % at 34.9 µM. actives 0.16% (n = 330,000);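 active = inhibition of at least 50% in every replicate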
# Target sequence (Q5AAJ8 whole entry, looked up): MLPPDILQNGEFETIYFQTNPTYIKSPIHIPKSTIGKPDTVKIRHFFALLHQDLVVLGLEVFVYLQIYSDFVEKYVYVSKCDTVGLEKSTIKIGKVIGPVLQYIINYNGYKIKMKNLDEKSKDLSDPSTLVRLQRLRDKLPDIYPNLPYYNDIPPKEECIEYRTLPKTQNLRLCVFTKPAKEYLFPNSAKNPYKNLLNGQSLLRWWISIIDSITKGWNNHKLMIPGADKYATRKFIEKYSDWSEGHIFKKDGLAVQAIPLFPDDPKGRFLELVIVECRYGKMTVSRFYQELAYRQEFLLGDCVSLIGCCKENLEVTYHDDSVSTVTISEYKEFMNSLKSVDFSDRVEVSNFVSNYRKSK
# phage Ecoli inh: E. coli growth loss with phage present; actives 0.26% (n = 360,000); AID 651602; inhibition, % at 11.9 µM; growth absorbance; in the data active = inhibition above about 11%
# PfHsp90 set2: growth inhibition of yeast expressing Plasmodium Hsp90; actives 0.32% (n = 310,000); S. cerevisiae expressing PfHsp90, BacTiter-Glo ATP, 48 h; yeast lacking PDR1 and PDR3 efflux regulators; inhibition, % at 9.4 µM;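 active = every replicate shows inhibition above about 80%, whatever the replicate mean, limit read from the data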;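 note: 0% = DMSO neutral controls and 100% = 20 µM radicicol positive controls; yeast relying on Plasmodium falciparum Hsp90 in place of its own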
# Tat export inh: inhibitors of E. coli Tat protein transport | actives 0.036% (n = 340,000) | E. coli MC4100 TorA-mCherry Tat export, fluorescence | AID 488895 | inhibition, % at 10 µM;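 active = mean replicate inhibition at least 50% and at least half of replicates individually reaching 50%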;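 note: exported cargo escapes ClpAP degradation while cytoplasmic cargo is degraded and loses fluorescence; 0% = median of neutral control wells and 100% = median of NaSCN control wells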
# Wnt act: activators of Wnt/beta-catenin signaling; actives 1.2% (n = 300,000); Wnt/beta-catenin reporter cell assay, activator, plate reader; activation, % at 9.35 µM; in the data active = activation above about 30%, passing the limit was not always enough;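 note: 0% = neutral control wells and 100% = positive control wells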
# DAGLB inh: diacylglycerol lipase beta (human) inhibition; Q8NCG7; actives 0.059% (n = 340,000); HEK293T DAGLB membrane lysate, EnzChek fluorogenic substrate; AID 504411; inhibition, % at 5.17 µM; in the data active = inhibition above about 34%;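 note: 0% = enzyme with vehicle and 100% = wells lacking enzyme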
# Target sequence (Q8NCG7 whole entry, looked up): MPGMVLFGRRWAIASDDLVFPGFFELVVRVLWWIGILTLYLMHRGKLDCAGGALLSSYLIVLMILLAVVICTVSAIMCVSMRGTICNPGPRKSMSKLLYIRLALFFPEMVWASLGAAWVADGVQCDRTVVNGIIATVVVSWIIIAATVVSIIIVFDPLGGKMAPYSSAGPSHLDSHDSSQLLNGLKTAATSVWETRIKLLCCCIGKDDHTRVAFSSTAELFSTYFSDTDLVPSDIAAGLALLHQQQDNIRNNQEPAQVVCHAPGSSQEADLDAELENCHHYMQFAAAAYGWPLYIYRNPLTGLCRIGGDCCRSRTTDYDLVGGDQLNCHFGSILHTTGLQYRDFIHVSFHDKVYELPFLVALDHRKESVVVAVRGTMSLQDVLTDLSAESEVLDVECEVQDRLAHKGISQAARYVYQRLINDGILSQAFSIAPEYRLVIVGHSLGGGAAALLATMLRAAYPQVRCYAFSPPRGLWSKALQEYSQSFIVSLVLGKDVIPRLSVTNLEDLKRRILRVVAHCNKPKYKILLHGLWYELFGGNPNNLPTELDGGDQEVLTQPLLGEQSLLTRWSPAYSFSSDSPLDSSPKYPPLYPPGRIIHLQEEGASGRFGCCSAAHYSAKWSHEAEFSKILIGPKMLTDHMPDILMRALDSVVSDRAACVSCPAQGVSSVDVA
# PvdQ acylase: blocks Pseudomonas aeruginosa PvdQ acylase activity. inhibition, % at 10 µM. purified PvdQ acylase, fluorescence plate reader. actives 0.063% (n = 340,000); in the data active = inhibition above about 30%, passing the limit was not always enough;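 note: 0% = vehicle neutral wells and 100% = reference inhibitor wells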
# CAL PDZ inh: blocks peptide binding to human CAL PDZ domain. purified CAL PDZ, TMR-peptide fluorescence polarization, 1 h. actives 0.02% (n = 330,000). inhibition, % at 20 µM;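 active = highest replicate inhibition of at least 40%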;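 note: plate controls were DMSO neutral control wells for no effect and unlabeled competitor peptide control wells for full effect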
#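 material = purified tagged CAL PDZ domain construct (CerCALP) | buffer or medium = sodium phosphate/NaCl buffer pH 7.4 with TCEP, IgG, Thesit | reagent = TMR-labelled reporter peptide T*-PRC34 bound in PDZ groove | incubation = 1 h room-temperature incubation prior to read | measured by = fluorescence polarization (mP) | evaluation = percent inhibition from loss of millipolarization | control set = unlabelled peptide and DMSO controls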
# * = called active by the depositor; · = no result given.
SMILES,Ecoli viability,AddAB inh,Rtt109 Vps75,phage Ecoli inh,PfHsp90 set2,Tat export inh,Wnt act,DAGLB inh,PvdQ acylase,CAL PDZ inh
Cc1ccc(S(=O)(=O)N(CC2CO2)c2ccccc2[N+](=O)[O-])cc1 (stereo unspecified),1.6,-1.8,-1,4.0,-6,-4,-1,1,-8,-1.7
O=c1cc(N2CCCCC2)c(-c2ccccc2)nn1Cc1ccccc1,-0.5,1.6,-6,2.5,-11,0,-4,-3,-14,-1.3
CCc1cc(C(=O)N2CCN(S(=O)(=O)c3cc(C)ccc3C)CC2)sc1C,-0.6,-0.2,-3,-0.1,-11,9,0,-6,-11,-1.6
O=C(COC(=O)/C=C/c1cccc([N+](=O)[O-])c1)NCCCN1CCCC1=O,1.2,0.6,-6,2.0,8,2,2,0,-13,-1.1
CCOC(=O)C1(Cc2ccc(OC)cc2)CCN(C(=O)c2csc(C)n2)CC1,0.2,3.2,-3,4.9,-8,-4,-2,-1,-7,1.0
Cc1ccc(NS(=O)(=O)c2cc3c(cc2C)NC(=O)CO3)cc1,4.1,2.6,1,1.4,-14,9,3,15,0,-1.1
COc1ccc(NC(=O)CSc2nc3ccccc3nc2N2CCCCC2)cc1,-0.1,0.0,-5,3.0,-24,-5,0,-6,-17,-0.8
COc1ccc(CCNS(=O)(=O)c2ccccc2[N+](=O)[O-])cc1OC,1.8,0.5,4,-2.9,12,-2,-2,-3,-8,0.2
Cn1cc(C(=O)NCCO)c(=O)c2ccccc21,-3.2,0.1,-3,1.2,·,-5,21,0,0,-1.7
c1nc(NC2CCCCCC2)c2[nH]cnc2n1,-0.2,0.0,5,0.3,12,7,0,-2,11,-1.4
COc1ccc(C(=O)NC(=S)NCc2ccco2)cc1OC,1.3,-0.8,-2,2.0,0,12,·,-2,-1,·
O=C(C1CCC(CNS(=O)(=O)c2ccccc2)CC1)N1CCOCC1 (stereo unspecified),0.3,-0.8,·,3.2,8,-5,0,-2,-3,-1.0
CCOC(=O)Cn1c2c(c(=N)c3c1CCC3)CCCC2,-0.6,-1.0,·,3.9,-16,3,-3,1,-5,-2.5
Cc1ccc(-c2ccc(SCC(=O)NCC3CCCO3)nn2)cc1 (stereo unspecified),-3.9,1.5,14,-0.8,-7,1,3,-2,7,0.5
COc1cc(C(=O)NNC(=O)c2ccc3ccccc3n2)cc(OC)c1OC,-1.8,-2.9,-1,-0.5,-11,-3,1,3,-8,-2.3
Cc1ccc(Cl)c(OC(=O)c2nn(C(C)C)c(=O)c3ccccc23)c1,-0.7,2.0,-1,5.5,-10,0,-3,-7,-13,-0.8
Cc1cccc(C)c1Nc1ncnc(N)c1[N+](=O)[O-],-1.4,3.9,4,0.7,13,13,·,0,-8,0.4
O=C(CNC(=O)c1ccco1)Nc1ccc(Cl)cc1,-1.7,-0.8,-6,2.9,3,4,17,4,2,-1.0
O=C(Nc1cccc2ccccc12)c1cnsn1,0.9,4.0,-3,4.3,-26,0,15,0,-5,-1.2
COc1ccc(-c2ccc3c(c2)S(=O)(=O)c2cccc(C(=O)NCc4cc(C)oc4C(F)(F)F)c2C3=O)cc1OC,-1.1,0.2,-12,·,-10,20,·,2,-13,0.5
CC(C)NC1(C(N)=O)CCNCC1,·,·,-2,1.2,·,-7,-3,-1,-8,0.5
Cc1ccc(-c2csc(NC(=O)c3ccc(F)cc3)c2C(=O)O)cc1,1.6,0.2,0,-2.5,34,0,-1,12,-6,-0.6
CCOC(=O)COc1ccc(C(=O)c2ccccc2)c(O)c1,1.9,0.8,3,0.4,-24,-2,0,12,-14,-0.4
CCOc1ccc(NC(=S)N=Nc2c(O)[nH]c3ccccc23)cc1,-2.9,-3.8,3,0.0,-14,3,-2,9,-2,-2.9
Cc1ccc(/C=N/NC(=O)c2ccc(C(=O)N/N=C/c3ccc(C)s3)o2)s1,-1.4,-0.4,1,-1.3,3,2,-3,-1,13,-2.9
Cc1sc2nc(CN(C(=O)c3cccs3)C3CCCC3)[nH]c(=O)c2c1C,0.6,0.5,8,1.8,2,3,-6,5,-15,-3.2
COc1ccc(Cc2nnc(SCC(=O)Nc3ccc(N4CCOCC4)cc3)o2)cc1,-0.3,1.0,0,0.5,12,-2,-4,-1,-5,-1.9
COc1cc(CN2CCSCC2)cc(OC)c1OC,-1.8,3.3,5,-1.7,·,6,-4,0,-24,-3.6
CCCSc1nc2c3c(sc2c(=O)[nH]1)CC(C)(CC)OC3 (stereo unspecified),2.0,0.8,-5,0.3,20,-5,0,0,-12,0.1
CCOC(=O)C1CCN(C(=O)COC(=O)CSc2ccccc2C)CC1,1.1,-0.4,-6,2.7,-3,-5,-4,0,-5,-1.3
N=C1c2ccccc2CN1c1ccc(N2CCOCC2)c(S(=O)(=O)Nc2ccc(Cl)cc2)c1,-1.1,-0.5,·,1.9,·,·,-1,·,·,·
COc1ccc(NC(=O)N(Cc2ccc(C)cc2)Cc2ccccn2)c(OC)c1,-2.0,-0.2,4,1.2,1,-2,-1,-1,9,-0.1
COc1ccc(N=C2SC(CC(=O)Nc3cccc(Cl)c3)C(=O)N2Cc2ccco2)cc1 (stereo unspecified),-0.8,0.6,-2,4.0,-42,2,0,-3,-12,-1.5
COc1cccc(N2CCN(c3ccc4nnc(CCC(=O)Nc5ccc(C)cn5)n4n3)CC2)c1,-0.8,-1.4,6,·,-22,-1,·,0,-6,-2.2
CN(/N=C/c1cccc(Br)c1)C1=NS(=O)(=O)c2ccccc21,·,·,·,-1.7,13,-6,1,0,-15,0.1
CCN(CC(=O)Nc1c(F)cccc1F)C(=O)c1ccc2c(c1)OCO2,1.6,1.9,-6,-1.5,11,2,0,0,0,0.0
CC(=O)Nc1ccc(NC(=O)CCC(=O)NCCO)cc1,-1.2,1.6,4,·,1,-8,0,-3,-14,1.2
CC(C)CC(c1nnnn1C(C)(C)C)N1CCN(C2CCCC2)CC1 (stereo unspecified),-1.2,1.1,13,0.4,11,-2,-1,-4,-6,-0.4
O=C1c2ccccc2C(=O)N1CC1c2ccccc2CCN1S(=O)(=O)c1cnc[nH]1 (stereo unspecified),0.1,0.5,8,0.5,3,-6,·,2,-3,-2.9
CC(C)(C)OC(=O)NNC1CC(=O)N(c2ccccc2F)C1=O (stereo unspecified),0.7,3.6,5,0.3,24,-5,4,0,-21,-0.6
O=C(CSc1nnc(-c2ccco2)o1)N1CCN(c2ccccc2)CC1,2.5,3.7,1,4.1,-25,-4,-6,-5,5,·
Cc1cc(NC(=O)CSc2nnc(-c3ccncc3)n2-c2ccc(F)cc2)no1,1.9,0.8,-3,0.6,-10,0,-1,0,-7,-1.4
Cc1ccc(Oc2ccc(OCC(=O)NC(CC(C)C)C(=O)O)cc2)cc1 (stereo unspecified),-4.6,-0.3,-22,0.3,5,6,2,6,-16,0.6
Cc1ccc(NC(=O)C2CCCN2S(=O)(=O)c2ccc3c(c2)n(C)c(=O)c(=O)n3C)c(C)c1 (stereo unspecified),2.0,3.6,0,0.8,16,-7,3,2,-15,-2.3
Cc1ccc(OCCC(=O)OCC(=O)Nc2ccc(F)cc2)cc1,1.6,2.3,-9,2.7,-2,-13,1,0,-11,0.6
COC(=O)c1c(-c2ccc(C)cc2)csc1NC(=O)c1c(-c2ccccc2)noc1C,0.6,0.7,·,2.5,·,·,-14,·,·,·
CCOc1ccc(NC(=S)NCCCn2ccnc2)cc1,-1.8,0.8,3,3.2,-25,-7,·,-2,-4,-2.0
Cc1ccc(S(=O)(=O)N(c2nc(N(C)C)nc(N(C)C)n2)n2cnnc2)cc1,1.4,-0.9,-4,1.6,21,5,-4,-1,-3,-2.1

# Reprinted from the listing (2 entries):
SMILES,Ecoli viability,AddAB inh,Rtt109 Vps75,phage Ecoli inh,PfHsp90 set2,Tat export inh,Wnt act,DAGLB inh,PvdQ acylase,CAL PDZ inh
CCOc1ccc(NC(=S)NCCCn2ccnc2)cc1,-1.8,0.8,3,3.2,-25,-7,·,-2,-4,-2.0
Cc1ccc(S(=O)(=O)N(c2nc(N(C)C)nc(N(C)C)n2)n2cnnc2)cc1,1.4,-0.9,-4,1.6,21,5,-4,-1,-3,-2.1

# New compounds follow:
SMILES,Ecoli viability,AddAB inh,Rtt109 Vps75,phage Ecoli inh,PfHsp90 set2,Tat export inh,Wnt act,DAGLB inh,PvdQ acylase,CAL PDZ inh
COc1ccccc1-c1coc2c(CN3CCOCC3)c(O)ccc2c1=O,-1.0,2.5,-6,2.6,-11,-6,0,4,-9,0.5
Cc1cc(/C=C(/C#N)c2nc3ccccc3[nH]2)c(C)n1-c1cc(C(=O)O)cc(C(=O)O)c1,·,·,15,3.3,-12,-7,-1,0,13,-1.0
C=CCNc1nc2ccccc2nc1NS(=O)(=O)c1ccc(OC)cc1,-2.5,-1.2,3,1.2,23,-5,-1,1,-14,-0.6
CCc1cccc(OCCCCN(CC)CC)c1,-1.3,-1.2,2,0.6,3,0,-8,1,-21,-1.1
CCC(CC)C(=O)OCC(=O)Nc1cc(OC)c([N+](=O)[O-])cc1C,1.5,1.6,-7,2.0,11,-7,·,-3,-18,-3.0
O=[N+]([O-])c1ccc(CNc2ccc(F)cc2)s1,-1.3,1.7,-13,0.0,3,3,0,3,27,-0.1
CC(C)CNc1oc(-c2ccco2)nc1C#N,-2.9,1.1,-4,5.2,·,-11,16,0,-2,-1.2
CC(C)N(C=O)C1(C(=O)NC2CCCCC2)CCCCC1,0.3,-0.7,-3,2.8,-13,4,·,1,-8,-0.2
O=C(CSc1ccc2ccccc2c1)Nc1ccncc1,0.6,0.1,-2,2.1,-52,-1,-2,2,-19,-1.6
NC(=O)NOCc1ncc(C(F)(F)F)cc1Cl,2.0,1.5,-11,0.1,4,-1,-2,1,-13,0.1
O=C(Cc1nnc(NC(=O)Nc2ccccc2)s1)NCc1ccccc1,-2.7,1.2,-12,5.3,7,-5,-4,4,-3,-2.8
CC(/C=N/NC(=O)c1ccncc1)=C\c1ccco1,-1.4,-1.4,-4,2.0,5,5,5,-3,4,-0.1
CCc1noc(C)c1C(=O)N(C)CC(=O)Nc1cccc(OC)c1,0.2,1.9,-5,-0.6,28,-7,1,0,-14,0.3
CCN1C(=O)N(CC)C(O)(c2ccccc2)C1(O)c1ccccc1 (stereo unspecified),-0.2,0.9,4,0.6,3,-6,-1,0,3,-0.7
O=C(c1ccc2oc(Cc3ccc(Cl)cc3)nc2c1)N1CCCCC1CCO (stereo unspecified),-1.0,1.5,10,0.2,-16,-9,1,4,-17,0.1
CN(C)CCCOC(=O)c1ccccc1Cl,1.1,2.4,-7,2.8,·,-2,·,-1,-12,-0.9
O=C(NCCCN1CCCC1=O)C1CCN(S(=O)(=O)c2c(Cl)cccc2Cl)CC1,-0.9,0.7,9,2.8,2,-3,-2,-1,1,-1.5
Cc1cc(C)nc(N/N=C2/CCCC/C2=C\c2ccccc2)n1,2.4,5.6,8,-1.4,-6,16,-1,-3,-7,·
CC(=O)c1ccc(N2CCN(S(=O)(=O)c3ccc4ccccc4c3)CC2)cc1,-0.5,0.7,1,6.9,-18,-1,-2,0,-9,-0.4
CCCCCCCC(=O)Oc1ccc(C(=O)Nc2cc(C)on2)cc1,-2.8,-0.8,3,2.0,-8,1,19,-4,6,-0.8
CSc1nc(NCC(C)C)nc(N2CCOCC2)n1,0.8,2.5,9,2.7,-2,-1,·,-3,-12,-0.5
Cc1ccc(C(=O)Nc2ccc(N3CCOCC3)nc2)cc1,3.1,2.8,-4,2.5,1,-5,15,0,-3,-0.3
CCN1CCN(CC(O)COC(C)C)CC1 (stereo unspecified),1.0,1.1,1,1.3,-6,-7,·,-3,-17,-0.2

# Screening data from PubChem BioAssay.
